TEAD-YAP inh – TEAD-YAP interaction inhibition, primary screen, TEAD-YAP interaction inhibitor project, luminescence, HEK-TIYL cells; inhibition, % at 9.12 µM; TEAD-Gal4/YAP UAS-luciferase luminescence; 1.4% of 640,000 active; in the data active = inhibition above about 32%;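 also: 0% = median of test compound wells and 100% = reference inhibitor wells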
GPR151 ag – activators of human GPR151, primary screen, cell-based, PathHunter beta-arrestin, luminescence | PathHunter beta-arrestin GPR151 cells | G-protein coupled receptor 151 (Homo sapiens), Q8TDV0 | 1% of 650,000 active | activation, % at 11.2 µM; in the data active = activation above about 4.9%;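 also: 0% = median of compound wells and 100% = cells with positive control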
Target sequence (Q8TDV0 whole entry, looked up): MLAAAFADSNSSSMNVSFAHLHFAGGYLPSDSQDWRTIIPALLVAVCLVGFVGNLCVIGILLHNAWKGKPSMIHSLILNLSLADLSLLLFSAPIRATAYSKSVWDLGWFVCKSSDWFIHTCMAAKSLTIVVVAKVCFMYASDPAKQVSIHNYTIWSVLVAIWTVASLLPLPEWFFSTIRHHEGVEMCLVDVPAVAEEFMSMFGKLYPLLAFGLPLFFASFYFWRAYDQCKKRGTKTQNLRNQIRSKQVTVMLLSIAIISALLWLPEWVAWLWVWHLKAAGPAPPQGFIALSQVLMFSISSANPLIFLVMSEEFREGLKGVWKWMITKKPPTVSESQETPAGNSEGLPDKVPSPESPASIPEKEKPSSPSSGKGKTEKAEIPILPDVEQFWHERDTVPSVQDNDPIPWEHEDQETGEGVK
MITF inh – MITF inhibitors, primary screen, biochemical, AlphaScreen, human; Microphthalmia-associated transcription factor (Homo sapiens), O75030; AlphaScreen MITF homodimerization, bead proximity signal; inhibition, % at 2.6 µM; 0.91% of 650,000 active; AID 1259374, 2018; in the data active = inhibition above about 50%;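 also: 0% = vehicle wells with protein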
Target sequence (O75030 whole entry, looked up): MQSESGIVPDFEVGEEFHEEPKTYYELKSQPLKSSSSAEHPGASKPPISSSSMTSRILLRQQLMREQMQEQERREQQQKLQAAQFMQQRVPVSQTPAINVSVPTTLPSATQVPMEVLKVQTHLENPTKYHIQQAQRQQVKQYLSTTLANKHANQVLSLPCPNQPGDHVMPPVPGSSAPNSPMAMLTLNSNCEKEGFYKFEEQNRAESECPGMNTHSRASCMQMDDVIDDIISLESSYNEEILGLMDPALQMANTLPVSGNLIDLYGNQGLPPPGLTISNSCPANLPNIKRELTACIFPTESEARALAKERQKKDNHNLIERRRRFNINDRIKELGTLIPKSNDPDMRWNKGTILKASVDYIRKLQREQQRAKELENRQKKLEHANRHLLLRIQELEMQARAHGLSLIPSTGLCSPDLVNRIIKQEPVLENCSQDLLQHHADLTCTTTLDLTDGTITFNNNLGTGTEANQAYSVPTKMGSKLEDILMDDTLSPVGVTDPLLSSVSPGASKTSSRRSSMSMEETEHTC
FBW7 act – FBW7 E3 ligase activators, primary screen, biochemical, AlphaScreen, human; normalized activity (activation), % at 26.1 µM; AID 1259310, 2017; 0.13% of 650,000 active; AlphaScreen FBW7–phospho-cyclin E peptide binding, activator screen; F-box/WD repeat-containing protein 7 (Homo sapiens), Q969H0; in the data active = normalized activity above about 1.9%;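 also: purified mutant Fbw7 with reduced substrate affinity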
Numbers without * were called inactive.

SMILES	TEAD-YAP inh	GPR151 ag	MITF inh	FBW7 act
CS(=O)(=O)Nc1ccc(C(=O)Nc2ccc(OCc3ccccc3)cc2)cc1	1	-0.4	14	0.8
CC(C)(C)c1cc(N2C(=O)C(=O)/C(=C(/O)c3ccccc3)C2c2ccc(F)cc2)no1 (centres undefined)	14	-0.7	6	0.7
N#Cc1ccccc1OCC(=O)NCCOc1ccccc1F	-12	-1.1	-16	-0.1
COc1cccc(NC(=O)c2ccc(NC(C)=O)cc2)c1	-23	1.4	11	0.5
c1cncc(CNc2cc(Nc3ccc4c(c3)OCO4)ncn2)c1	-12	2.2	5	-0.2
CCC1CCCCN1S(=O)(=O)c1ccc2c(c1)CCN2C(=O)C1CCC1 (centres undefined)	-5	0.6	0	0.2
CCOC(=O)C1(Cc2cccc(Cl)c2)CCCN(Cc2nccn2CC)C1 (centres undefined)	1	2.0	15	0.2
CCOC(=O)c1ccccc1NC(=O)c1sc2nc(C)nc(N3CCOCC3)c2c1C	-4	0.0	6	0.7
COc1ccc(NC(=O)C2CC(=O)NC(Nc3ccc(C)cc3C)=N2)cc1 (centres undefined)	7	12*	7	0.0
O=c1[nH]nc(NCc2nc3ncccc3[nH]2)c2ccccc12	9	1.2	16	-0.1
C#CCN1C(=O)C(O)(CC(=O)c2ccc(OC)cc2)c2ccccc21 (centres undefined)	-2	-1.0	-9	0.0
COc1ccc(CCn2c(O)c(/C=C3\C(C)=Nc4ccccc43)c(=O)[nH]c2=O)cc1OC	-8	1.0	14	0.0
CC(=O)Nc1ccc([N+](=O)[O-])cc1C(=O)C(=O)Nc1cccc(C)c1	-3	-0.4	1	0.0
O=C(Nc1nc2ccccc2s1)c1cccc(N2C(=O)CCC2=O)c1	-27	-1.1	2	0.0
COc1cc(C(=O)Nc2cc(-c3nc4ccccc4s3)ccc2Cl)cc(OC)c1OC	11	0.3	6	-0.1
Cc1ccc(NC(=O)C2c3ccccc3Oc3ccccc32)c(C)c1	-2	-0.1	4	0.0
COc1ccc(NC(=O)c2c(NC(=O)c3ccccc3F)sc3c2CCCCC3)cc1	-21	0.4	9	0.6
CC1(C(=O)O)NC(c2ccccc2O)C2C(=O)N(c3ccccc3[N+](=O)[O-])C(=O)C21 (centres undefined)	4	1.2	-7	-0.4
CCCNc1nc(NCCN2CCOCC2)nc2c1ncn2-c1ccsc1	34*	-2.3	6	-0.2
Cc1cccc(NC(=O)CSc2nnc(C(O)c3ccccc3)n2-c2ccccc2)c1C (centres undefined)	-10	0.6	0	-0.2
COc1ccccc1C(=O)N1CCN(Cc2ccccc2[N+](=O)[O-])CC1	2	-0.9	0	0.1
Cc1cc(C(F)(F)F)n2nc(C(=O)O)cc2n1	1	-0.3	-4	0.1
NC(=O)c1ccccc1NC(=O)CC1CCCCC1	6	0.7	7	0.0
C=CCc1ccccc1OCCOc1ccc(/C=C2/C(=N)N3N=C(CCC)SC3=NC2=O)cc1OCC	11	1.7	17	0.1
OCc1c(OCc2cccc(F)c2)ccc2ccccc12	-54	2.2	4	0.1
c1ccc2c(NC3CCCCCC3)ncnc2c1	31	1.7	-3	-0.1
COc1ccc(C2OC(=O)CC2C(=O)NCc2ccc(F)cc2)cc1OC (centres undefined)	11	2.4	7	0.3
COc1cc(-c2nc3sc4c(c3c(=O)[nH]2)CCCC4)ccc1OCc1ccc([N+](=O)[O-])cc1	2	2.1	-5	0.0
CCSc1ccccc1C(=O)Nc1nc(-c2ccccc2)cs1	8	-0.4	8	0.1
CCOc1ccccc1CN1CCN(Cc2ccccc2)C(CCO)C1 (centres undefined)	11	-0.6	-6	0.0
O=C(Nc1ccc(SC(F)F)cc1)c1ccc2nccnc2c1	-36	2.4	0	-0.1
COc1ccc(-c2cc(C(F)(F)F)n3ncc(C(=O)N4CCN(C)CC4)c3n2)cc1OC	-6	-0.3	6	-0.1
C#CCOC(=O)Nc1ccc(OC)cc1	-11	0.6	10	-0.1
COc1ccc(-c2noc(CN(C(=O)c3cc(OC)c(OC)c(OC)c3)C(C)C)n2)cc1	1	-0.7	4	0.0
CC(=O)Nc1nnc(SCc2ccccc2Cl)s1	-10	-1.0	-15	0.0
COc1ccc(/C=C2/C(=N)N3N=C(c4ccc(C)cc4)SC3=NC2=O)cc1	-29	-0.1	-5	-0.1

As a working copy, some entries already given:
SMILES	TEAD-YAP inh	GPR151 ag	MITF inh	FBW7 act
CS(=O)(=O)Nc1ccc(C(=O)Nc2ccc(OCc3ccccc3)cc2)cc1	1	-0.4	14	0.8
CC(C)(C)c1cc(N2C(=O)C(=O)/C(=C(/O)c3ccccc3)C2c2ccc(F)cc2)no1 (centres undefined)	14	-0.7	6	0.7
N#Cc1ccccc1OCC(=O)NCCOc1ccccc1F	-12	-1.1	-16	-0.1

(continued)
SMILES	TEAD-YAP inh	GPR151 ag	MITF inh	FBW7 act
CCN1CCN(c2cc(C)c3cc(NC(=O)c4ccco4)ccc3n2)CC1	-17	-0.4	0	-0.1
COc1ccc(S(=O)(=O)Nc2ccc(S(=O)(=O)N3CCCC3)cc2)cc1OC	-1	-0.5	9	0.1
O=C(CCc1nc2ccccc2[nH]1)Nc1ccc2c(c1)OCCO2	-5	-0.4	-6	0.0
CCOP(=O)(OCC)c1nc(Cc2ccc(OC)cc2)oc1NCc1cccnc1	4	-0.9	4	0.2
C=CCNC(=O)CN1CCC(n2nnc3cc(C(F)(F)F)ccc32)CC1	11	0.0	15	0.3
COc1ccc(C(=O)NCc2nc(-c3ccc(C)cc3)no2)c(OC)c1	-8	0.1	1	-0.1
CCOCCCN1C(=O)CN(C2CCCCCC2)C(=O)C1c1ccc(F)cc1 (centres undefined)	1	-0.1	-17	0.0
Cc1nc2c(cc1N)nc(C)n2Cc1ccccc1	-7	-0.1	-6	0.0
C#CCOc1ccc(/C=C2/C(=O)N(c3ccc(S(N)(=O)=O)cc3)N=C2C)cc1OC	-4	-0.1	-6	-0.6
CC[C@@]1(O)C(=O)OCc2c1cc1n(c2=O)Cc2cc3cc(O)ccc3nc2-1	84*	-0.6	12	-0.2
CC(=O)Nc1ccc(NC(=O)c2cc(NCCN3CCOCC3)nc3ccccc23)cc1	0	-0.7	15	0.1
CCN(CC)CCCNC(=O)CCN1C(=O)COc2ccccc21	-1	-1.1	-1	-0.1
CC(=O)c1ccc(C(C)(C)C)cc1NC(=O)c1ccc(Cl)cc1	3	-0.1	4	0.1
COc1ccc(C2C(C(=O)Nc3cccnc3)=C(C)Nc3nc(-c4ccccc4OC)nn32)cc1 (centres undefined)	4	-1.6	13	0.0
Cc1cc(C)n2nc(CNS(=O)(=O)c3cccc(Cl)c3)nc2n1	5	-2.2	10	-0.1
O=c1cc(CN2CCCCC2)nc(C2CC2)[nH]1	8	1.2	1	-0.1
COCCOC(=O)c1c(C)oc2ccc(O)c(CN3CCC(C)CC3)c12	0	-1.5	23	0.0
CC(NC(=O)c1cn(CCc2ccccc2)nn1)c1ccncc1 (centres undefined)	11	1.0	12	0.0
O=C(NCc1nc(-c2ccncc2)n[nH]1)c1ccc(F)c(F)c1	8	0.1	-7	-0.2
Cc1cc2c(N3CCC(C(N)=O)(N4CCCCC4)CC3)ncnc2s1	-15	-1.4	19	0.2
O=C(NCCN1CCOCC1)c1ccnc(-n2ncc3cc(Nc4ccc(F)cc4)ccc32)c1	6	-0.1	17	0.0
Cc1ccc2c(CN3C(=O)NC(C)(c4ccccc4Cl)C3=O)cc(=O)oc2c1 (centres undefined)	-4	0.7	-7	0.0
CCc1ccc(OCC(=O)Nc2ccc(Cl)c([N+](=O)[O-])c2)cc1	7	-0.2	12	0.1
COc1ccc(/C=C(\C#N)c2nc3ccc(C)cc3[nH]2)cc1OC	-8	-0.7	-12	0.0
Cc1ccccc1OCC(O)Cn1c(SC(C)C)nc2c1c(=O)[nH]c(=O)n2C (centres undefined)	3	-1.4	17	0.0
CCCCC1CC1C(=O)Nc1ncc2c(n1)CC(C)(C)CC2=O (centres undefined)	2	-0.3	18	0.1
Cc1ccc(S(=O)(=O)N2CCC2)cc1	-4	0.2	-4	0.1
CCn1cc(CNCc2c(C(=O)N3CCCCC3)nc3c(C)cccn23)cn1	-4	-0.7	-11	-0.1
CN(CC(=O)Nc1ccccc1C#N)S(=O)(=O)c1ccccc1	-14	-0.4	12	0.8
Cc1ccc2[nH]cc(S(=O)(=O)c3ccccc3)c(=O)c2c1	7	0.3	-6	-0.2
O=C(COc1ccc(F)cc1)Oc1coc(CSc2ncccn2)cc1=O	-6	-2.3	-12	-0.6
C=CCNC(=O)/C(=C/c1ccccc1)NC(=O)c1ccccc1OC	-5	-0.5	0	0.0
CN1CCC(NS(=O)(=O)c2ccc(I)cc2)CC1	-3	1.6	3	-0.1
O=C(CN1CCC(c2nc(-c3ccncc3)n[nH]2)CC1)NCc1cccs1	-5	0.4	-9	0.2
CCN(CC)C(=O)C(=O)N/N=C/c1ccc(Cl)cc1	5	0.0	-7	-0.1
CCOC(=O)C1=CN(Cc2ccc(Cl)cc2)C=C(C(=O)OCC)C1c1cc(OC)ccc1OC	1	-0.7	11	0.1

Continued (four carried over from the part before).
SMILES	TEAD-YAP inh	GPR151 ag	MITF inh	FBW7 act
CN1CCC(NS(=O)(=O)c2ccc(I)cc2)CC1	-3	1.6	3	-0.1
O=C(CN1CCC(c2nc(-c3ccncc3)n[nH]2)CC1)NCc1cccs1	-5	0.4	-9	0.2
CCN(CC)C(=O)C(=O)N/N=C/c1ccc(Cl)cc1	5	0.0	-7	-0.1
CCOC(=O)C1=CN(Cc2ccc(Cl)cc2)C=C(C(=O)OCC)C1c1cc(OC)ccc1OC	1	-0.7	11	0.1
O=C1c2cccnc2C(=O)N1c1cccc(-c2nc3ccccc3o2)c1	-37	-5.4	44	-1.0
COc1ccc(O)c(C(=O)c2coc(=N)c(C(=O)NCC3CCCO3)c2)c1 (centres undefined)	11	1.1	-3	0.1
COC(=O)c1ccccc1NC(=O)Nc1nc(C)cc(C)n1	2	-1.2	6	-0.1
Cc1ccc(NC(=O)Cn2cnc3sc4c(c3c2=O)CCCC4)c(Br)c1	0	-1.3	8	-0.1
O=C(NCc1cccnc1)C(Cc1ccccc1)NS(=O)(=O)c1ccc(Br)cc1 (centres undefined)	-3	-0.8	3	-0.1
CCCC/C=C/c1cn2c(NC(=O)Cc3ccccc3OC)cnc2cn1	3	2.3	19	0.4
Cc1nnc(CN(C)C(=O)c2cc(COc3ccc(F)cc3Cl)on2)o1	-53	1.8	5	-0.1
O=C1C2C3C=CC(C3)C2C(=O)N1c1cc([N+](=O)[O-])ccc1F (centres undefined)	-1	-0.8	4	0.1
CC(=O)N1CCN(C(=O)c2nn(-c3ccc(F)cc3)cc2OCc2ccccc2)CC1	-10	0.1	-15	-0.3
CCSc1nc2sc3c(c2c(=O)n1-c1ccccc1)CCC(C)C3 (centres undefined)	-6	1.6	17	-0.1
O=C(c1nc2sccn2c1CNCCc1cccnc1)N1CCCC1	7	12*	0	-0.1
CC1C(=O)Nc2cc(S(C)(=O)=O)ccc2N1C(=O)C1CCCCC1 (centres undefined)	-4	1.1	1	-0.1

Molecules listed so far that contain a tert-butyl group (2):
SMILES	TEAD-YAP inh	GPR151 ag	MITF inh	FBW7 act
CC(C)(C)c1cc(N2C(=O)C(=O)/C(=C(/O)c3ccccc3)C2c2ccc(F)cc2)no1 (centres undefined)	14	-0.7	6	0.7
CC(=O)c1ccc(C(C)(C)C)cc1NC(=O)c1ccc(Cl)cc1	3	-0.1	4	0.1

Additional structures.
SMILES	TEAD-YAP inh	GPR151 ag	MITF inh	FBW7 act
COc1ccccc1S(=O)(=O)Nc1ccc(C(N)=O)cc1	-2	1.0	1	0.0
Cc1cccc(NS(=O)(=O)c2nnc(NC(=O)c3ccccc3F)s2)c1	-3	-2.5	-5	0.0
CCOC(=O)c1c(NC(=O)COc2ccccc2CC)sc(C(C)=O)c1C	-2	-1.1	19	0.9
O=C(CS(=O)(=O)c1ccccc1)c1ccc2c(c1)OCCO2	-45	-3.0	-3	0.0
COc1ccc(OC)c(/C=N/NC(N)=S)c1	4	-1.5	11	-0.1
C[C@@H]1CN(C(=O)C2CC23CCN(Cc2coc4ccccc4c2=O)CC3)C[C@H](C)O1 (some centres undefined)	-7	-0.6	11	0.3
O=C(NCCCN1CCCC1=O)c1cncc(Nc2ncccn2)c1	10	4.5	10	0.0
CC(C)Cc1cn[nH]c1C1CCCN(C(=O)Cc2cccs2)C1 (centres undefined)	11	3.3	-9	-0.1

Laid out differently: results already given
Below each compound – TEAD-YAP inh, GPR151 ag, MITF inh, FBW7 act
CC(C)Cc1cn[nH]c1C1CCCN(C(=O)Cc2cccs2)C1 (centres undefined)
    11, 3.3, -9, -0.1
Cc1cccc(NS(=O)(=O)c2nnc(NC(=O)c3ccccc3F)s2)c1
    -3, -2.5, -5, 0.0

Screening results from PubChem BioAssay.

Outcome played no part in choosing rows; overall some 3.5% were active at least once.
